NR3A LBD binder = binders of NR3A ligand-binding domain, primary screen, biophysical, differential scanning fluorimetry, uHTS | Glutamate receptor ionotropic, NMDA 3A (GRIN3A) ligand-binding domain | Tm shift relative to glycine control, % at 25 µM | 2.5% of 340,000 active | NR3A LBD differential scanning fluorimetry, Tm shift; 0% = protein alone, 100% = glycine-bound protein;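 active = melting temperature shift of at least 10% of the positive control shift, at one fixed dose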
SENP6 block = SENP6 protease inhibitors, primary screen, biochemical, luminescence, uHTS; Sentrin-specific protease 6 (Homo sapiens), Q9GZR1; Recombinant SENP6 catalytic domain, aminoluciferin luminescence; inhibition, % at 10 µM; 1.8% of 330,000 active;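 active = inhibition above about 50% at the single tested dose, limit read from the data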;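 note: plate controls were DMSO wells with enzyme for no effect and DMSO wells lacking enzyme for full effect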
ATG4B inh = ATG4B protease inhibitors, primary screen, biochemical, fluorescence, uHTS; inhibition, % at 8.33 µM; ATG4B cleavage of LC3-PLA2, NBD-HPC fluorescence, 1 h; AID 504462, 2011; 0.51% of 340,000 active; Cysteine protease ATG4B (Homo sapiens), Q9Y4P1; in the data active = inhibition above about 40%
HKDC1 inhibitor = HKDC1 hexokinase inhibitors, primary screen, biochemical, fluorescence, uHTS | 0.16% of 340,000 active | Q2TB90 | recombinant HKDC1, G6PDH/diaphorase resazurin coupled fluorescence | inhibition, % at 20 µM;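 active = inhibition above about 35% when tested at 20 µM, limit read from the data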;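 note: plate controls were DMSO wells with enzyme for no effect and DMSO wells lacking enzyme for full effect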
Target sequence (Q2TB90 whole entry, looked up): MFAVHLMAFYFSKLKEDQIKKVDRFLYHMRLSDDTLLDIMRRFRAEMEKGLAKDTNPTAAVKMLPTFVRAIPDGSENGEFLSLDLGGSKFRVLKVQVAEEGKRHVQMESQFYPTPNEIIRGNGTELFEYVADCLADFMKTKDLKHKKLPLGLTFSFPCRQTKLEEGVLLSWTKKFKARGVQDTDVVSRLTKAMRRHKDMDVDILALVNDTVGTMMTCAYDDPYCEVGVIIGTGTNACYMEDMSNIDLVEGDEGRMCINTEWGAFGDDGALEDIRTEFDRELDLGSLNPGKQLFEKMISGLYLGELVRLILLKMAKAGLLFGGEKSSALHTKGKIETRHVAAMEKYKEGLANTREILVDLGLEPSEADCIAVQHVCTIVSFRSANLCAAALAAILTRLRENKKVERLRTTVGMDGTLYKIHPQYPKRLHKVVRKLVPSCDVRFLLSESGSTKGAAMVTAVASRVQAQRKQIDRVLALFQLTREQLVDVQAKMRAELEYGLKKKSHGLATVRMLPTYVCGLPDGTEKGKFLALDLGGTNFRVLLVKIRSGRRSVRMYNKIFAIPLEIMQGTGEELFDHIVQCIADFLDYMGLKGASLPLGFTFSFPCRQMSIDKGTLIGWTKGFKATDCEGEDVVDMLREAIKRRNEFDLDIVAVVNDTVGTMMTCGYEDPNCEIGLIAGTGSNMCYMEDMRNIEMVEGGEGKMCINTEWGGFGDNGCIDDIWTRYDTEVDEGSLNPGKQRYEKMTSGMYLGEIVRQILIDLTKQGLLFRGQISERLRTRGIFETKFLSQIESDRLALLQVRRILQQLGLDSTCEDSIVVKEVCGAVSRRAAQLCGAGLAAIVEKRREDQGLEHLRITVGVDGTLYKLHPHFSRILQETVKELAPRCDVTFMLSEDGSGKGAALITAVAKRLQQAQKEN
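Test system: recombinant HKDC1 (HK5) hexokinase enzyme, produced in-house; Amount: enzyme 5 µg/mL final; Buffer or medium: Tris pH 8.0 buffer with MgCl2, Tween-20, BSA, BME; Reagent: glucose and ATP substrates; Doses: 20 µM test compound, 1% DMSO; Incubation: 90 min reaction incubation at room temperature, dark; Detection: resorufin fluorescence at 613 nm.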
PfGluPho inh = PfG6PD enzyme inhibitors, primary screen, biochemical, fluorescence intensity, uHTS | glucose-6-phosphate dehydrogenase-6-phosphogluconolactonase (Plasmodium falciparum 3D7) | PfGluPho enzyme, NADPH resazurin-diaphorase fluorescence | inhibition, % at 20 µM | 0.78% of 350,000 active;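 active = inhibition reaching at least a set limit at 20 µM in the primary screen, cut at about 59% in these data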;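 note: 0% = DMSO wells with substrate and 100% = DMSO wells lacking glucose-6-phosphate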
SENP8 block = human SENP8 protease inhibitors, primary screen, biochemical, fluorescence, Nedd8 protein substrate, uHTS | Sentrin-specific protease 8 (Homo sapiens), Q96LD8 | recombinant SENP8 | inhibition, % at 20 µM | 0.64% of 360,000 active; in the data active = inhibition mostly above about 40%, no sharp cut-off; inactive = mostly below about 27%
Target sequence (Q96LD8 whole entry, looked up): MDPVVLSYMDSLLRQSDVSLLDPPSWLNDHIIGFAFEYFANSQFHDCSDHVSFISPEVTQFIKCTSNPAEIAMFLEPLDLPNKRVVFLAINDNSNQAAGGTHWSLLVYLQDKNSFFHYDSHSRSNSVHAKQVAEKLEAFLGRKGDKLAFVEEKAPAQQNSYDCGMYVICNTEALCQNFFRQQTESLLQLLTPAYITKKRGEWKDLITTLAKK
MPTP block = mitochondrial permeability transition pore inhibitors, primary screen, biochemical, isolated mouse mitochondria, absorbance | 1.4% of 360,000 active | Ca2+ swelling absorbance, 30 min | AID 602449, 2012 | inhibition, % at 10 µM;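 active = inhibition of 50% or more, scaled per plate between neutral and stimulator controls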;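 note: 0% = DMSO wells given calcium and 100% = 1 mM EGTA wells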
SENP7 inh = SENP7 protease inhibitors, primary screen, biochemical, luminescence, uHTS | 1.5% of 330,000 active | AID 434973, 2010 | Sentrin-specific protease 7 (Homo sapiens), Q9BQF6 | recombinant SENP7, Z-RLRGG-aminoluciferin luminescence, 40 min | inhibition, % at 5 µM;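 active = inhibition above about 50% at the single test dose, limit read from the data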;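 note: plate controls were DMSO with enzyme for no effect and no enzyme buffer wells for full effect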
Active calls of the source: *; . = no result given.

SMILES	NR3A LBD binder	SENP6 block	ATG4B inh	HKDC1 inhibitor	PfGluPho inh	SENP8 block	MPTP block	SENP7 inh
CC(Sc1nnc(C(F)(F)F)n1C)C(=O)NC(N)=O (stereo unspecified)	-4	-5	3	-6	-12	12	-3.6	11
CCc1c(C)sc2nc3c(C(=O)N4CCOCC4)cc(C(=O)c4ccccc4O)cn3c(=O)c12	-3	2	-12	2	13	5	0.6	5
O=C(NCC1CCCO1)C1CCN(S(=O)(=O)N2CCCC2)CC1 (stereo unspecified)	-1	-9	0	7	-13	6	-0.3	-2
O=C(c1cc(Cl)ccc1OCc1ccccc1)N1CCOCC1	3	-2	-5	-4	9	-1	-0.4	3
CCCS(=O)(=O)c1c(S(=O)(=O)CCC)c2c(N)cccn2c1C(=O)c1ccccc1	-26	-8	-6	4	23	36	-1.6	-9
CC(C(=O)NCc1cccs1)N1CCN(S(=O)(=O)c2ccc3c(c2)OCCCO3)CC1 (stereo unspecified)	5	-1	-14	-3	9	3	-1.4	-6
COc1ccc(C(=O)NCC(=O)OCC(=O)NC23CC4CC(CC(C4)C2)C3)cc1	1	11	-5	-2	0	11	-1.1	0
Cc1ccc(CS(=O)Cc2ccc(C(=O)N3CCN(c4ccccc4)CC3)o2)cc1 (stereo unspecified)	1	-4	-21	5	-5	5	-2.6	3
Cc1ccc(CNC(=O)CN2C(=O)COc3ccc(C)cc32)cc1	1	-18	-3	-1	1	6	2.5	-7
C/C(Cl)=C/Cn1c(NCCCn2ccnc2)nc2c1c(=O)[nH]c(=O)n2C	-4	-7	-9	-5	-11	3	-0.5	-4
CCn1c(SCC(=O)NC(=O)Nc2ccc3c(c2)OCCO3)nnc1-c1cccs1	-1	-10	5	0	11	6	1.1	9
Cc1ccc(NC(=O)Cc2ccc(-c3ccccc3)cc2)nc1	-1	-3	-3	0	3	-118	0.6	9
CCOC(=O)c1c(NC(=O)CSc2nnnn2-c2ccc(OC)cc2)sc(C)c1C	4	19	1	-48	90*	12	-4.4	3
CN(C)c1cc(NC(=O)CNC(C)(C)C)c2ccccc2n1	0	-16	-12	-2	7	-461	-1.3	3
CCN1CCN(c2ccc(S(=O)(=O)N3CCOCC3)cc2NC(=O)C(C)Oc2cccc(Cl)c2)CC1 (stereo unspecified)	.	-15	-12	-3	17	8	0.5	-14
COc1ccc(N(CC(=O)N/N=C/c2ccc(N(C)C)cc2)S(=O)(=O)c2ccccc2)cc1	1	4	-14	3	14	-267	-0.3	-7
Cc1c(Cl)cccc1N/C(SCC(=O)N1CCCCCC1)=C(/C#N)c1nc2ccccc2s1	-6	4	6	4	-14	-26	16	6
COC(=O)c1ccc(C2c3c(n[nH]c3C)C(=O)N2c2ccc(C)cc2)cc1 (stereo unspecified)	35*	9	-6	5	4	16	-0.5	-11
Cc1c(NC(=O)/C=C/c2cn(-c3ccccc3)nc2-c2ccc(F)cc2)c(=O)n(-c2ccccc2)n1C	-5	-5	-11	-1	4	-74	-0.6	2
O=C(O)C1=C(C2CCCCC2)C(=O)c2ccccc21	1	.	3	1	2	12	0.3	.
CCC(=O)c1cc(F)c(N2CCN(S(=O)(=O)c3ccccc3)CC2)cc1C	6	-1	-5	14	-30	6	0.4	52*
Cc1ccc(C(=O)NCc2ccco2)cc1Br	-2	-12	7	6	1	10	0.1	8
O=c1[nH]c(C2CCN(S(=O)(=O)c3ccc([N+](=O)[O-])cc3)CC2)nc2c1nnn2Cc1ccccc1	-9	-19	-15	2	12	6	0.3	-6
Cc1ccc(Nc2c(-c3ccc(N(C)C)cc3)nc3ncccn23)cc1	0	-24	7	7	1	-13	3.3	-2
CCOC(=O)C(CCCOc1ccc(C)cc1)C(=O)OCC	-2	-12	1	-5	5	22	-2.4	-11
O=C(N/N=C/c1sc(N2CCOCC2)nc1-c1ccccc1)c1ccccc1O	0	-18	-8	-12	-20	-268	8.8	-4
O=C1c2ccccc2C(Nc2ccc3c(c2)OCCO3)N1Cc1ccccc1 (stereo unspecified)	-1	-10	5	2	0	12	0.4	-8
O=C(COC(=O)c1ccc2ccccc2n1)NCc1ccccc1	5	10	1	-6	-18	21	-0.4	3
COc1ccc(NC(=S)NC(=O)c2cncc(Br)c2)c(OC)c1	-1	-8	2	-6	18	18	0.1	-7
Cn1c(SCC(=O)Nc2ccc3c(c2)OCCO3)nnc1C1CC1	-2	-20	3	-4	-18	11	-1.1	-5
O=C(CSc1nnc(-c2ccco2)o1)NC(=O)C1COc2ccccc2O1 (stereo unspecified)	0	-6	-7	-6	-15	4	1.3	12
Oc1cccc(C(O)CNCc2ccc(OCc3ccc(Cl)cc3Cl)cc2)c1 (stereo unspecified)	-6	5	-9	-4	-1	6	83*	3
CCN(Cc1ccc(OC)c(F)c1)C(=O)C1CCCO1 (stereo unspecified)	-2	-23	-1	-2	8	4	0.1	-8
COc1ccc(C2(C)NC(=O)N(CC(=O)NCc3ccccc3)C2=O)cc1OC (stereo unspecified)	0	8	-1	-2	6	-1	-0.6	-6
COc1ccc(C(=O)Oc2ccc(/C=N/Nc3ccc(Cl)c(C(=O)O)c3)cc2OC)cc1	-3	4	7	0	-5	-69	-1.0	1
Cc1ccc2c(C)[nH]c(=O)cc2c1	-3	-12	-7	-10	0	4	1.4	2
COc1ccc(/C=C2\CCn3c2nc2cc(C(=O)O)ccc2c3=O)cc1O	-2	-3	0	11	35	-389	1.7	-3
CCOC(=O)/C=C/c1ccc(C(F)(F)F)cc1S(=O)(=O)NC(C)(C)C	-2	-10	-7	4	35	6	2.5	-7
Fc1ccccc1C(c1nnnn1Cc1ccc2c(c1)OCO2)N1CCN(Cc2ccccc2)CC1 (stereo unspecified)	-3	-26	-15	0	-7	17	2.6	-7
O=C(CCn1nc(-c2ccccc2)ccc1=O)N1CCCC1	0	-7	1	-13	14	14	0.3	-10
Cc1ccsc1C(=O)OCc1nnc(-c2ccccc2)o1	0	59*	5	-2	-3	12	1.7	59*
O=C(O)c1cnn2c(C(F)F)cc(C3CC3)nc12	-6	0	-13	-11	-3	12	1.8	3
CC(C)(C)NC(=O)Cn1c(Cl)nc2ccccc21	-2	-18	-5	-11	-1	4	-0.4	-11
COc1cc(NC(=O)CN(c2ccc(C)cc2)S(=O)(=O)c2c(C)nn(C)c2C)cc(OC)c1	-4	-7	2	5	-1	7	2.0	-2
O=C(COC(=O)c1ccc([N+](=O)[O-])cc1)Nc1ccc(Cl)cn1	1	-3	-4	-8	-5	-3	-1.1	-4

Structures from the list above that have a CF3 group, in the order listed:
SMILES	NR3A LBD binder	SENP6 block	ATG4B inh	HKDC1 inhibitor	PfGluPho inh	SENP8 block	MPTP block	SENP7 inh
CC(Sc1nnc(C(F)(F)F)n1C)C(=O)NC(N)=O (stereo unspecified)	-4	-5	3	-6	-12	12	-3.6	11
CCOC(=O)/C=C/c1ccc(C(F)(F)F)cc1S(=O)(=O)NC(C)(C)C	-2	-10	-7	4	35	6	2.5	-7

Back to the main list; the two compounds before the break are reprinted first.
SMILES	NR3A LBD binder	SENP6 block	ATG4B inh	HKDC1 inhibitor	PfGluPho inh	SENP8 block	MPTP block	SENP7 inh
COc1cc(NC(=O)CN(c2ccc(C)cc2)S(=O)(=O)c2c(C)nn(C)c2C)cc(OC)c1	-4	-7	2	5	-1	7	2.0	-2
O=C(COC(=O)c1ccc([N+](=O)[O-])cc1)Nc1ccc(Cl)cn1	1	-3	-4	-8	-5	-3	-1.1	-4
Cc1ccc(NC(=O)CSCC(=O)Nc2ccc(N3CCOCC3)c(Cl)c2)cc1	-1	-20	-6	-6	-13	16	-0.2	-5
Cc1ccc(NC(=O)c2ccc(OC(=O)c3ccco3)cc2)cc1	-3	1	2	-2	-6	2	0.1	11
Cc1nc(SCCC(=O)O)c2ccccc2n1	0	-12	2	-3	-25	16	-1.6	2
COc1ccc(CC(NC(C)=O)C(=O)NC2CCN(C(=O)c3cccc(Cl)c3)CC2)cc1OC (stereo unspecified)	-2	-8	-6	-4	-12	13	0.1	3
COc1ccccc1C(=O)NCCC(=O)NCCC12CC3CC(CC(C3)C1)C2	-1	-8	-8	-2	11	1	0.0	11
N#CC1=C(N)OC2=C(C(=O)CCC2)C12C(=O)N1CCCc3cccc2c31 (stereo unspecified)	0	-10	-1	-7	16	21	0.4	-2
O=C(Nc1ccc(Cl)cc1)NC1CCCCC1	1	-6	1	-4	-8	36	17	0
Cn1c(SCC(=O)Nc2ccc3c(c2)OCCO3)nnc1-c1cccnc1	-2	-9	2	-6	8	2	-1.3	-13
CCOC(=O)c1sc(NC(=S)NC(=O)c2cccc(OC)c2)nc1C	0	20	0	-4	-18	12	0.6	17
Cc1cccc(NC(=O)c2ccc3ccccc3n2)n1	-1	77*	-10	-4	30	18	1.6	79*
NC(=O)CN1CCOCCOCCOCCOCCOCC1	-1	-28	-3	-2	-1	4	-0.2	1
Cc1ccc(-c2noc(CCC(=O)NCCc3ccccc3Cl)n2)cc1	0	5	-6	2	3	10	0.3	0
COc1ccc(N2CCN(S(=O)(=O)c3ccc(Br)s3)CC2)cc1	2	8	-8	0	-16	16	1.8	6
COc1ccc(Cc2nnc(NC(=O)C3CC(=O)N(CCc4ccc(F)cc4)C3)s2)cc1OC (stereo unspecified)	-2	-7	-4	-4	-2	14	-2.0	-1
O=C(c1cccs1)N1CCCC(N2CCN(c3cccc(C(F)(F)F)c3)CC2)C1 (stereo unspecified)	0	-1	-6	5	-3	8	0.0	7
COc1ccc(/C=C2\CCCc3c2nc2ccc(C)cc2c3C(=O)O)cc1O	-1	-12	-5	2	-5	-437	-0.7	-8
Cn1cccc1C(=O)OCc1cc(Cl)cc2c1OCOC2	1	75*	16	1	-10	10	1.1	51*
COc1cc(NC(=O)CCc2nnc3ccc(N4CCOCC4)nn23)cc(OC)c1OC	-3	-13	0	0	18	-20	-1.0	17
Cn1c(=O)c2c(nc(N3CCOCC3)n2Cc2c(F)cccc2Cl)n(C)c1=O	-7	8	0	-11	-8	12	0.6	2
CCCc1cc(=O)n2[nH]c(NCc3ccccc3F)nc2n1	0	2	-5	2	3	25	-1.6	6
COc1ccccc1NC(=O)N(Cc1ccc2c(c1)OCO2)Cc1nc2ccccc2c(=O)[nH]1	1	0	-14	-3	22	23	-0.3	5
Cc1ccc(-c2noc(CCC(=O)N3CCN(c4cccc(C(F)(F)F)c4)CC3)n2)cc1	-26	0	1	1	14	18	2.7	-11
O=C(CNC(=O)COc1ccccc1)NCc1cccnc1	3	-9	-3	3	3	3	-1.4	0
COc1ccc(CN2CCC(n3nccc3NC(=O)C3CC3)CC2)c(Cl)c1OC	0	8	2	-2	-10	10	-0.3	4
COc1ccc(-c2nc3c(c(=O)[nH]c(=O)n3Cc3ccccc3)n2CCO)cc1	0	-17	-10	4	-3	-306	-0.9	5
CC(C)CCN1CCN(Cc2cc(F)ccc2-n2cccn2)CC1CCO (stereo unspecified)	-1	-11	-5	-1	-3	12	3.6	8
CCOC(=O)c1cccc(NC(=O)CSc2nnc(-c3ccoc3C)n2CCOC)c1	1	8	-12	2	-12	11	-3.3	1
c1ccc(OCCOc2ccccc2-c2nnco2)cc1	0	-11	1	1	2	19	-0.3	9
CC(C)Nc1ccc(C(CC(N)=O)NC(=O)Cc2ccc(Br)cc2)cc1[N+](=O)[O-] (stereo unspecified)	-2	-11	-13	2	7	28	-2.5	-13
Cc1nn(Cc2ccccc2Cl)c(Cl)c1/C=C/C(=O)OCC(=O)NC(N)=O	-11	3	-7	-2	-9	11	-1.2	0
CC(C)NC(=S)NC(=O)/C=C/c1cccc2ccccc12	3	-13	-8	-9	4	-63	0.5	9

Compound activity (PubChem)

Rows are unselected, and some 6.9% of all compounds hit somewhere here.
